Sm TGR inh – qHTS Assay for the Inhibitors of Schistosoma Mansoni Peroxiredoxins; 360,000 compounds, 3% hits; purified TGR, DTNB reduction, TNB absorbance 405 nm; Potency, µM (series often up to 114 µM), inactives show top-dose activity change, negative = inhibition, actives largely listed as inhibitors; AID 485364, 2010; Schistosoma mansoni thioredoxin glutathione reductase (TGR), Q962Y6; active = well fitted inhibition curve with a large enough effect; inconclusive = small, poorly fitted or top-dose-only effect; inactive = no such curve, though single readings can be large or run the other way; note: nearly all actives have a fitted effect of over 60% in size
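TGR 20 nM + NADPH 100 uM (dispensed conc.), cpd preinc 15 min RT; start with NADPH (500 uM addition) then DTNB (15 mM addition). Kinetic TNB absorbance, 405 nm filter. Four-parameter Hill fit across titration.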
Starred values were filed as active, the others as inactive; ? = inconclusive. % is set by controls: 0 for no effect and ±100 for the full control effect; potency is the fitted concentration of half-maximal effect. Some of the compounds tested; rates above refer to the full screens.

compound | Sm TGR inh
CCC(C)NC(=O)c1sc2nc(C)c(C(=O)Nc3ccc(C)cc3C)c(-c3ccccc3Cl)c2c1N (stereo unspecified) | -0.8%
Cn1c(=O)[nH]c(=O)c2c1nc(NCCc1ccccc1)n2Cc1ccc(F)cc1 | 1.1%
CCCCc1ccc(NC(=O)c2ccc3c(c2)CCN3S(=O)(=O)CC)cc1 | 0.5%
COc1ccc(-c2cc(-c3nc(-c4cc(OC)c(OC)c(OC)c4)no3)[nH]n2)c(OC)c1 | 6.1%
COc1ccc(-c2nc(C)c(CCNC(=O)c3cccc(C)c3)s2)cc1OC | -2.0%
Cc1ccccc1-c1nnc(SCC(=O)N2CCCCC2)o1 | 4.2%
COc1ccc(OC)c(-c2noc(N3CCN(c4cc(Cl)ccc4C)CC3)n2)c1 | -2.6%
CC(C)CCNC(=O)N1CCN(S(=O)(=O)c2ccc3c(ccn3C)c2)CC1 | 4.7%
CCOc1ccccc1NC(=O)C(=O)c1cc(C)n(-c2cccc(C)c2C)c1C | -10.5%
Cc1ccc(CNC(=O)CSc2n[nH]c(-c3ccc(F)cc3)n2)cc1 | -0.2%
CCC(C(=O)Nc1ccc(C(=O)OC)cc1)n1c(=O)c(-c2ccccc2NC(C)=O)nc2ccccc21 (stereo unspecified) | -6.3%
CC1CCN(Cc2c(O)ccc3c(=O)c(-c4ccc(Cl)cc4)c(C(F)(F)F)oc23)CC1 | -2.7%
CCc1ccc(N2CCn3c2nc2c3c(=O)n(C/C=C/c3ccccc3)c(=O)n2C)cc1 | 6.7%
Cc1ccc2ccc3cc(C(=O)Nc4ccc(C)c(F)c4)nc3c2[nH]1 | -2.6%
COc1ccccc1NC(=O)Cn1cnc2ccc(S(=O)(=O)N3CCC(C)CC3)cc2c1=O | -3.4%
Cc1cc(NS(=O)(=O)c2ccc3nc(-c4ccccc4)[nH]c3c2)ccc1Br | 2.9%
O=C(NC1CC1)c1ccc(Cn2c(SCc3ccc(F)cc3)nc3cccnc32)cc1 | -1.3%
CCOC(=O)Cn1c(=O)n(CC2CCCO2)c2nc(-c3cccc(C)c3)nc(C(N)=O)c21 (stereo unspecified) | 3.1%
COc1ccc(CCNC(=O)C2CCCN(S(=O)(=O)c3ccc4c(c3)oc(=O)n4C)C2)cc1OC (stereo unspecified) | -2.0%
CCOc1ccccc1NC(=O)c1c(NCc2ccc(C)o2)sc2c1CCCCC2 | 8.91µM*
O=C(CN1C(=O)C2(SCC(=O)N2c2ccc(F)c(F)c2)c2ccccc21)Nc1ccccc1F (stereo unspecified) | 5.8%
COC(=O)c1c(-c2cccs2)csc1NC(=O)COc1ccccc1 | -1.3%
CC(C)(Oc1ccc(Cl)cc1)C(=O)Nc1nc2ccc(S(C)(=O)=O)cc2s1 | 4.0%
CCc1ccc(NC(=O)c2cccn(Cc3cccc([N+](=O)[O-])c3)c2=O)cc1 | -3.4%
COc1ccc(OC)c(NC(=O)c2ccc(-c3nc(COc4ccccc4)c(C)o3)cc2)c1 | -1.1%
CCOC(=O)c1cccc(NC(=O)c2nn(-c3ccc(OC)cc3)c(=O)c3c2c2ccccc2n3C)c1 | 1.9%
CC(C)NC(=O)C1CCN(C(=O)c2cc3sccc3n2Cc2ccc(Cl)cc2)CC1 | -1.9%
Cc1ccc(NC(=O)c2cc(S(=O)(=O)N3CCC(C)CC3)cn2C)cc1Cl | 7.1%
CCOc1ccc(NC(=O)c2c(Nc3ccccc3C)sc(C(=O)c3ccc(Cl)cc3)c2N)cc1 | -21.5%
CC(=O)N1CCCc2cc(S(=O)(=O)N3CCC(N(C)C(C)C)CC3)ccc21 | -1.5%
Cc1ccc(CNC(=O)C2CCN(S(=O)(=O)c3ccc4c(c3)CCCN4C(=O)C3CCC3)CC2)cc1 | 0.3%
COc1ccccc1NC(=O)c1cc(S(=O)(=O)NCCc2ccccc2)ccc1F | 1.3%
CCCOc1ccc(C2C(=O)N(C3CCCCCC3)CC(=O)N2C(C)C)cc1OC (stereo unspecified) | 9.9%
Cc1ccc(NC(=O)Cn2c(=O)nc(-c3ccccc3F)c3cc(Cl)ccc32)c(Br)c1 | 0.2%
CSc1nc(Nc2ccc(F)cc2)cc(-c2ccccc2)n1 | 2.0%
CCOc1ccc(CNC(=O)c2cc3c(=O)n(Cc4cccs4)ccc3nc2C)cc1 | 7.5%
O=C(CSc1ccccc1)NCc1ccc2c(c1)CCN2C(=O)c1ccc(Cl)cc1 | 0.0%
O=C(Cc1ccc(F)cc1)NCc1ccc2c(c1)CCN2C(=O)c1ccc(F)cc1 | 4.1%
Cc1ccc(CSc2nc3cccnc3n2Cc2ccc(C(=O)NCc3cccs3)cc2)cc1 | 5.9%
Cc1nn(C)c2c1c(-c1ccccc1)cc(=O)n2CC(=O)NC(C)c1ccccc1 (stereo unspecified) | 3.5%
Cc1cccc(CCNC(=O)CCc2c(C)nc3c4c(C)cc(C)nc4nn3c2C)c1 | -11.8%
CCN(CC)c1ccc(NC(=O)c2cc(S(=O)(=O)N3CCc4ccccc43)cn2C)c(C)c1 | 2.5%
O=C(CCc1nc(-c2cccs2)no1)Nc1cccc([N+](=O)[O-])c1 | 19.2%
Cc1ccc(S(=O)(=O)c2nnn3c2nc(NCc2ccc4c(c2)OCO4)c2sccc23)cc1 | 9.2%
CCOc1ccc(CCNC(=O)c2nn(C)c3c2CSc2ccc(C)cc2-3)cc1OCC | 11.4%
CCc1ccc(NCc2cc3cc4c(cc3n(CC(=O)Nc3ccccc3C)c2=O)OCCO4)cc1 | -31.5%
Cc1cc(C)cc(NC(=O)CCc2nnc3n(CC(C)C)c(=O)c4ccccc4n23)c1 | 4.0%
CC1CCc2c(sc(NC(=O)C3c4ccccc4Oc4ccccc43)c2C(=O)OC(C)C)C1 (stereo unspecified) | -4.2%
Cc1cc(NS(=O)(=O)c2ccc3oc(=O)c4ncn(C)c4c3c2)ccc1Br | 1.1%
O=C(NCc1ccccc1)c1cc2sccc2n1Cc1ccc(F)cc1 | -3.5%

Additional structures:
compound | Sm TGR inh
COc1ccc(CNC(=O)Cn2nnc(-c3ccc(S(C)(=O)=O)cc3)n2)cc1 | -1.9%
Cc1cccc2c1-c1sc(C(=O)Nc3ccccc3C(N)=O)cc1CO2 | 0.2%
COc1ccc(Cn2c(C(=O)O)c(CNCCc3ccco3)c3ccc(OC)cc32)cc1 | 44.7µM*
COC(=O)c1c(-c2cccs2)csc1NC(=O)COc1ccc(C(C)(C)C)cc1 | -4.6%
CC(=O)c1ccc(N2C(=O)Nc3ccccc3S2(=O)=O)cc1 | -0.1%
Cc1c2cnn(-c3ccccc3)c(=O)c2c(C)n1CCCC(=O)Nc1cc(F)ccc1F | -2.5%
O=C(CN1CCN(CC(=O)Nc2ccccc2F)CC1)Nc1ccc(Cl)c(C(F)(F)F)c1 | 2.3%
COc1ccc(C)cc1S(=O)(=O)Nc1cccc(-c2ccc(N3CCCC3)nn2)c1 | 0.1%
CCOC(=O)c1c(NC(=O)c2cc(=O)c3cc(C)cc(C)c3o2)sc(C)c1C | -1.3%
Cc1ccc(Sc2ccc(N3CCCC(C(=O)Nc4ccc(Br)cc4)C3)nn2)cc1 (stereo unspecified) | -0.5%
O=C(Nc1ccc2oc(-c3ccccc3F)nc2c1)c1ccccc1Cl | -8.1%
Cc1ccc(Cn2c(CNC(=O)c3ccccc3Br)nc3cccnc32)cc1 | -3.3%
O=c1cc(-c2ccccc2)c2cc(Cl)c3c(c2o1)CN(Cc1ccccc1)CO3 | -2.6%
COc1cccc(C(=O)Nc2cc(-c3ccccc3)nn2-c2ccccc2)c1 | ?
COc1cccc(-c2cn3c(n2)sc2cc(C(=O)NCCc4ccccc4)ccc23)c1 | -26.6%
COc1ccc(-n2c(SCC(=O)N3CCC(C)CC3)nc3c([nH]c4ccccc43)c2=O)cc1 | 0.9%
COc1ccc(CNC(=O)c2ccc3c(c2)N(Cc2cccc(Cl)c2)C(=O)c2ccccc2S3)c(OC)c1 | 4.6%
COc1ccc(NC(=O)CSC2=Nc3ccccc3C3=NC(CCC(=O)NCc4ccco4)C(=O)N23)cc1 (stereo unspecified) | 0.0%
CC1=C(C(=O)Nc2ccccc2)C(c2ccc(O)cc2)n2nc(SCc3ccccc3)nc2N1 (stereo unspecified) | -2.6%
CCC(Sc1nnc(-c2ccc(F)cc2)c(-c2ccc(F)cc2)n1)C(=O)NC1CCCC1 (stereo unspecified) | -3.8%
COc1cccc(CNC(=O)CCc2c(C)c3ccc(O)c(C)c3oc2=O)c1 | 5.3%
CCOc1cccc(NC(=O)c2sc3nc(-c4ccc(F)cc4)ccc3c2N)c1 | -0.8%
CCCOc1ccc(NC(=O)CC2C(=O)N(c3cccc(OC)c3)C(=O)N2Cc2cccs2)cc1 (stereo unspecified) | -2.3%
COc1ccc(CCNC(=O)CCCn2c(=O)c3ccccc3n(Cc3ccc(C)cc3)c2=O)cc1OC | ?
COC(=O)CSc1nc2sc3c(c2c(=O)n1-c1ccccc1C)CC(C)(C)OC3 | -0.9%
CCOC(=O)c1c(C)oc2ncnc(Nc3ccc(OC)cc3OC)c12 | 3.9%
COc1ccc(-c2nc(SCC(=O)Nc3ccc4c(c3)OCCO4)c(-c3ccccc3)[nH]2)cc1 | 3.5%
COCCNC(=O)C1CCC(CNS(=O)(=O)c2ccc3c(c2)CC(C)N3C(C)=O)CC1 (stereo unspecified) | -11.3%
CCOc1ccc(-c2cc(C)n3nc(C(=O)Nc4ccc(C)c(C)c4)cc3n2)cc1 | -1.6%
Cc1ccc(Cn2cc(CCC(=O)NC3CCCCC3)c3ccccc32)cc1 | 3.5%
COc1cc(NC(=O)CCn2cnc3ccccc3c2=O)cc(OC)c1 | -8.7%
COc1ccc(NC(=O)Cn2c(=O)n(CCc3ccccc3)c(=O)c3c4c(sc32)CCCC4)cc1 | -1.6%
COc1ccc2nc(NC(=O)c3nc(SCc4ccccc4F)ncc3Cl)sc2c1 | 1.9%
CCCCn1c(=N)c(S(=O)(=O)c2ccc(Cl)cc2)cc2c(=O)n3cccc(C)c3nc21 | 2.3%
CCc1cccc(-n2c(=O)c3cccnc3n2CC(=O)NCc2ccccc2Cl)c1 | 6.0%
Cc1ccc(Cl)cc1N1CCN(C(=O)Cn2ncc3c4ccccc4n(C)c3c2=O)CC1 | 0.5%
COc1ccc(C2=Nn3c(nc4sc(C(=O)Nc5cccc(C)c5)c(C)c4c3=O)SC2)cc1 | 1.5%
COc1ccc(Cl)cc1NC(=O)CSc1nc(-c2ccccc2)c2ccccc2n1 | 1.5%
CCCCc1c(C)nc2c(-c3ccc(OC)cc3)c(C)[nH]n2c1=O | 3.1%
CCCCN(C)C(=O)C1CCCN(c2ncnc3onc(C)c23)C1 (stereo unspecified) | 9.8%

2 entries from above, with each value named:
CCc1cccc(-n2c(=O)c3cccnc3n2CC(=O)NCc2ccccc2Cl)c1
  Sm TGR inh: 6.0%

Cc1ccc(Cl)cc1N1CCN(C(=O)Cn2ncc3c4ccccc4n(C)c3c2=O)CC1
  Sm TGR inh: 0.5%

More structures follow.
compound | Sm TGR inh
CCOc1ccc(-n2cc(-c3ccccc3)c3c(N4CCC(C)CC4)ncnc32)cc1 | 0.6%
COc1cc(Cl)c(C)cc1Nc1nc2ccccc2n2cnnc12 | -0.2%
Clc1cccc(-n2ncc3c(NC4CCCCC4)ncnc32)c1 | 2.8%
CCOc1ccc(-c2cccc(NS(=O)(=O)c3c(C)cc(C)cc3C)c2)nn1 | 7.8%
Cc1ccc(NC(=O)Cn2c(=O)n(CCC(=O)NCc3ccc4c(c3)OCO4)c(=O)c3sccc32)c(C)c1 | -8.9%
CCOc1ccc(CNC(=O)c2ccc3nc(C(C)C)oc3c2)cc1 | 0.5%
Cc1ccc(C(=O)Nc2ccc(S(=O)(=O)N3CCC(c4nc5ccccc5s4)CC3)cc2)cc1 | -11.5%
O=S(=O)(Nc1nc2n(n1)C(c1ccc(F)cc1)C=C(c1ccc(Cl)cc1)N2)c1ccccc1 (stereo unspecified) | -17.7%
O=C(COCc1cc(-c2cccs2)on1)N1CCN(c2ccc(F)cc2)CC1 | 1.8%
O=C(NCCc1csc(-c2ccc(F)cc2)n1)C(=O)Nc1ccc(Cl)cc1 | -0.5%
COc1ccccc1CNC(=O)C(CC(C)C)N1Cc2ccccc2C1=O (stereo unspecified) | -5.5%
O=C(NCCc1ccc(F)cc1)C(=O)NCC(c1ccco1)S(=O)(=O)c1cccs1 (stereo unspecified) | ?
CCOc1ccc(N(CC(=O)Nc2ccccc2CC)S(=O)(=O)c2c(C)noc2C)cc1 | -0.3%
Cc1ccc(C)c(N2CCN(Cc3nnc(-c4ccc5c(c4)OCO5)o3)CC2)c1 | -1.2%
Cc1cc(C)cc(-n2ccn3c(CC(C)(C)CC(=O)O)nnc3c2=O)c1 | 0.4%
CCOC(=O)c1c(C)n(-c2ccccc2)c2ccc(OC(=O)c3ccccc3)cc12 | -0.9%
COc1ccccc1NC(=O)CSCc1cc(=O)c2cccc(Cl)c2[nH]1 | -0.5%
Cc1ccc(CCNC(=O)c2ccc3c(c2)c(C)c(C)n3Cc2ccccc2)cc1 | 2.4%

In another format: entries from further up
Cc1ccc(Sc2ccc(N3CCCC(C(=O)Nc4ccc(Br)cc4)C3)nn2)cc1 (stereo unspecified)
  Sm TGR inh: -0.5%
COc1ccc(OC)c(NC(=O)c2ccc(-c3nc(COc4ccccc4)c(C)o3)cc2)c1
  Sm TGR inh: -1.1%

Compound activity: PubChem, National Center for Advancing Translational Sciences (NCATS)
